Bioassay records (PubChem)
GluA2 TARP mod: modulates AMPAR-stargazin complexes | O88602+P19491 | HEK293 GluA2+stargazin, membrane potential dye (FDSS), glutamate EC50; hits were called plate by plate, in both directions | calls only at 30 µM | hit rate 3.5% among 40,000 | AID 1259245;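 active = any of four per-well response measures lying three or more SD from its plate-wide compound average, in either direction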
Target sequence (O88602 whole entry, looked up): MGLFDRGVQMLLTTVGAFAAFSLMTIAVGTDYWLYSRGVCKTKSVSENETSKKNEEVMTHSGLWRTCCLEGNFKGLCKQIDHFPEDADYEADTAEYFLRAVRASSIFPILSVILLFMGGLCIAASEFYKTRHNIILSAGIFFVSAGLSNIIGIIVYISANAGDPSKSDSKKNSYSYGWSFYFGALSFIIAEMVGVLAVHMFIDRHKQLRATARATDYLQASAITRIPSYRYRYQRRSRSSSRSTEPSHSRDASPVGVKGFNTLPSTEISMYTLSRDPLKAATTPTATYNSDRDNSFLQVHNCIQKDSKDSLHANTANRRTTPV
Target sequence (P19491 whole entry, looked up): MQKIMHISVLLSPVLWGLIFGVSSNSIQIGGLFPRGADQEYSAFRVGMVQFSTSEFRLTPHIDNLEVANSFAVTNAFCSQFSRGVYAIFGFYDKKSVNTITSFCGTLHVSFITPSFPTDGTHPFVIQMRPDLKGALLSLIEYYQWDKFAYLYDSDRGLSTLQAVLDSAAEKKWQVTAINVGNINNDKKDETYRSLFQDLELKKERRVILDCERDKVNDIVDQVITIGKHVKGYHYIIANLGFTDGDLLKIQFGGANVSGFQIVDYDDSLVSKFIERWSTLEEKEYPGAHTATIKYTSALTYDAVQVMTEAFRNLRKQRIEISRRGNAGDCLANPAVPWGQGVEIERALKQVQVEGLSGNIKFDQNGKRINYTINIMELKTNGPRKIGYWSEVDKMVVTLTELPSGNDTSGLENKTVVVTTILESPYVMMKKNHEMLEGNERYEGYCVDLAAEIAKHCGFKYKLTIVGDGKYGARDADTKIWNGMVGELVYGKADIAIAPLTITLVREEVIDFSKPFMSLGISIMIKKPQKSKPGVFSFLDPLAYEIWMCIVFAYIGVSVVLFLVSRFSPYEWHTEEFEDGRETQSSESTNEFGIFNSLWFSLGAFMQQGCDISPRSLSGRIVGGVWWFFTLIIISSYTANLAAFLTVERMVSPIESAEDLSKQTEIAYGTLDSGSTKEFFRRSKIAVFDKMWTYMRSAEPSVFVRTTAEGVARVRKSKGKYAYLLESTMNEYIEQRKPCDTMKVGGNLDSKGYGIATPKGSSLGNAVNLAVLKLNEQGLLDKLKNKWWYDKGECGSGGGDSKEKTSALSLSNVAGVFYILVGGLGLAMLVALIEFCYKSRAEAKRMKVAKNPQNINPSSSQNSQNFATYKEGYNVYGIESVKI
GluA2 TARP mod agonism max-min: second read-out of GluA2 TARP mod, no call of its own (marks repeat the call); compound max-min signal; compound-alone response (agonism);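 unitless range of fluorescence divided by baseline over first 100 seconds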
GluA2 TARP mod glutamate slope: also measured in GluA2 TARP mod; calls as there; glutamate slope, % of max; measured here: glutamate response slope, % max;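 scaled per plate between vehicle wells and maximal 1 mM glutamate control wells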
* = called active by the depositor; i = inactive; + = active, no number; & = joins results of further samples. Not all compounds are listed; the hit share may differ from the screen's.

Results follow in this order: GluA2 TARP mod | GluA2 TARP mod agonism max-min | GluA2 TARP mod glutamate slope
1) CCOCCn1c(=O)c2c(nc3n(-c4ccccc4CC)c(-c4ccccc4)cn23)n(C)c1=O
  i | 0.058 | 51
2) C=CCN1C(=O)SC(CC(=O)Nc2ccc(C)cc2[N+](=O)[O-])C1=O (centres undefined)
  i | 0.12 | 68
3) CCc1ccc(Oc2cc(N3CCC(C(=O)NCc4cccc(OC)c4)CC3)ncn2)cc1
  i | 0.11 | 39
4) COc1ccc(NS(=O)(=O)c2c(C)cc(C)c(N(C)S(C)(=O)=O)c2C)cc1
  + | 0.028* | 58*
5) Cc1ccc(N2CC(C(=O)NCC3(c4cccs4)CCOCC3)CC2=O)cc1 (centres undefined)
  i | 0.14 | 50
6) CCCN1C(=O)CCc2cc(NC(=O)c3ccc(OCC)c(OCC)c3)ccc21
  i | 0.057 | 45
7) CC(C)CNc1nc2c(c(=O)n(C)c(=O)n2C)n1Cc1ccc(Cl)cc1
  i | 0.11 | 59
8) CCOC(=O)CNC(=O)c1c(C(F)(F)F)nn(-c2ccccc2)c1C
  i | 0.089 | 59
9) CCCCN1CC(c2nc3ccccc3n2Cc2ccc(Br)cc2)CC1=O (centres undefined)
  i | 0.043 | 41
10) COc1ccc(CCNC(=O)c2ccc(=O)n(Cc3ccc(F)cc3)n2)cc1OC
  i | 0.043 | 58
11) O=C(CSc1ccc(NC(=O)c2ccco2)nn1)Nc1ccc2c(c1)OCCO2
  i | 0.045 | 48
12) COc1ccc(NC(=O)CSc2nc3[nH]ncc3c(=O)[nH]2)cc1OC
  i | 0.11 | 61
13) O=C(Cn1cnc2ccccc2c1=O)N1CCN(c2ccc(-c3ccccn3)nn2)CC1
  i | 0.041 | 31
14) CCOc1ccc(CC(=O)NCCN2CCC(c3cccs3)CC2)cc1
  i | 0.06 | 54
15) O=c1c2cc(-c3cccs3)nn2ccn1Cc1nc(-c2ccccc2Cl)no1
  i | 0.12 | 70
16) COc1cccc(NC(=O)CC2=NS(=O)(=O)c3ccccc3N2)c1
  i | 0.1 | 60
17) Cc1ccccc1OCC(O)Cn1c(N2CCCC(C)C2)nc2c1c(=O)n(C)c(=O)n2C (centres undefined)
  i | 0.09 | 59
18) O=C(NCC(O)(c1ccccc1)C(F)(F)F)C1COc2ccccc2O1 (centres undefined)
  i | 0.17 | 41
19) CCCn1c(-n2nc(C)cc2C)nc2c1c(=O)n(Cc1ccc(OC)cc1)c(=O)n2C
  i | 0.044 | 42
20) Cc1cc(C(=O)N2CC(C(=O)Nc3ncc(C)s3)C2)no1
  i | 0.1 | 53
21) CC1CN(C(=O)CSc2nnc(-c3ccncc3)o2)CC(C)O1 (centres undefined)
  i | 0.039 | 38
22) Cc1ccc(-c2noc(-c3cn(CC(=O)NC4CCc5ccccc54)c4nc(C)ccc4c3=O)n2)cc1 (centres undefined)
  i | 0.03 | 52
23) Cc1cc(NC(=O)c2csc3c2CCC(C)C3)no1 (centres undefined)
  i | 0.12 | 52
24) CSc1ccccc1CN1CCC(CNS(=O)(=O)/C=C/c2ccccc2)CC1
  i | 0.09 | 34
25) O=C(NCC1CCN(C(=O)COc2ccccc2)CC1)c1cc(-c2ccco2)on1
  i | 0.089 | 58
26) CCc1nnc(NS(=O)(=O)c2ccc(NC(=O)c3sc4ccccc4c3Cl)cc2)s1
  i | 0.12 | 70
27) COc1ccccc1S(=O)(=O)NCCn1nc(-c2ccccn2)n(C)c1=O
  i | 0.074 | 48
28) COc1ccccc1N1CCN(S(=O)(=O)c2ccccc2F)CC1
  i | 0.057 | 55
29) CN(C)S(=O)(=O)c1ccc(C(=O)NCC2CCN(C(=O)Oc3ccccc3)CC2)cc1
  i | 0.073 | 31
30) CC1(C)OC2OC(C(=O)N3CCOCC3)C3OC(C)(C)OC3C2O1 (centres undefined)
  i | 0.027 | 38

Part of the list above, in transposed form:
[16] COc1cccc(NC(=O)CC2=NS(=O)(=O)c3ccccc3N2)c1
[3] CCc1ccc(Oc2cc(N3CCC(C(=O)NCc4cccc(OC)c4)CC3)ncn2)cc1
[18] O=C(NCC(O)(c1ccccc1)C(F)(F)F)C1COc2ccccc2O1 (centres undefined)
[14] CCOc1ccc(CC(=O)NCCN2CCC(c3cccs3)CC2)cc1
[23] Cc1cc(NC(=O)c2csc3c2CCC(C)C3)no1 (centres undefined)
[2] C=CCN1C(=O)SC(CC(=O)Nc2ccc(C)cc2[N+](=O)[O-])C1=O (centres undefined)
[26] CCc1nnc(NS(=O)(=O)c2ccc(NC(=O)c3sc4ccccc4c3Cl)cc2)s1

| assay / entry | 16 | 3 | 18 | 14 | 23 | 2 | 26 |
| --- | --- | --- | --- | --- | --- | --- | --- |
| GluA2 TARP mod | i | i | i | i | i | i | i |
| GluA2 TARP mod agonism max-min | 0.1 | 0.11 | 0.17 | 0.06 | 0.12 | 0.12 | 0.12 |
| GluA2 TARP mod glutamate slope | 60 | 39 | 41 | 54 | 52 | 68 | 70 |

Next structures
Results follow in this order: GluA2 TARP mod | GluA2 TARP mod agonism max-min | GluA2 TARP mod glutamate slope
31) CC(C)(C)c1ccc(OCCCC(=O)N2CCOCC2)cc1
  i | 0.085 | 67
32) CCCCN1C(=O)CCc2cc(NC(=O)c3cccc(OC)c3OC)ccc21
  i | 0.073 | 48
33) CS(=O)(=O)N1CCCC(C(=O)Nc2nnc(C3CCCCC3)o2)C1 (centres undefined)
  i | 0.099 | 42
34) CCOc1ccc(OCC(=O)Nc2cc(C)c(Cl)cc2OC)cc1
  i | 0.031 | 54
35) O=C(Cc1ccc(NC(=O)c2ccc(C(F)(F)F)cc2)cc1)NCc1cccs1
  i | 0.087 | 49
36) Cc1c(C(=O)NCCCOC(C)C)c(C(F)(F)F)nn1C1CCN(C)CC1
  i | 0.081 | 54
37) Cc1cc(C(=O)NCC(C)(O)C2CC2)c(C)o1 (centres undefined)
  i | 0.093 | 64
38) COc1cccc(CNC(=O)Cc2csc(Nc3ccc(F)cc3)n2)c1
  i | 0.14 | 55
39) O=C(Cn1nc2c(c1NC(=O)c1ccc([N+](=O)[O-])o1)CSC2)NCC1CCCO1 (centres undefined)
  i | 0.12 | 51
40) CS(=O)(=O)N1CCCC(C(=O)Nc2cc(Cl)cc(Cl)c2)C1 (centres undefined)
  i | 0.13 | 50
41) O=C(NCCCn1nc(-c2ccc(F)cc2)ccc1=O)c1cnn(-c2ccccc2)n1
  i | 0.063 | 51
42) O=C(c1ccc(S(=O)(=O)c2ccccc2)nc1)N1CCN(C2CCCCC2)CC1
  i | 0.03 | 42
43) CCn1c(SCC(=O)NCc2ccco2)nc2nc(-c3ccccc3)ncc2c1=O
  i | 0.11 | 63
44) O=C(c1c[nH]c2ccccc12)N1CC(C(=O)N2CCC3(CC2)OCCO3)C1
  i | 0.085 | 52
45) O=C(NCCC1=CCCCC1)c1ccc(Cn2c(=S)[nH]c3ccc(Br)cc3c2=O)cc1
  i | 0.12 | 71
46) CC(=O)Nc1ccc(NC(=O)C(=O)NCCN2CCOCC2)cc1
  i | 0.046 | 41
47) CCc1ccc(S(=O)(=O)Nc2ccc3c(c2)N(S(=O)(=O)CC)CCC3)cc1
  i | 0.055 | 59
48) COC(=O)c1ccc(N2C(=O)c3cccc([N+](=O)[O-])c3C2=O)cc1
  i | 0.088 | 59
49) COc1ccc(-c2nnc3ccc(OCCNC(=O)C4CC4)nn23)cc1
  + | 0.18* | 58*
50) O=S(=O)(c1ccccc1)N1CCN(c2ccc(Nc3ccncc3)nn2)CC1
  i | 0.4 | 32
51) CC(C)C(=O)Nc1ccc(S(=O)(=O)NCC2(c3cccs3)CCOCC2)cc1
  i | 0.19 | 40
52) CC(=O)Nc1ccc(NC(=O)Cn2cnc3c(-c4ccccc4)csc3c2=O)cc1
  i | 0.11 | 45
53) O=C(Nc1c2c(nn1-c1ccc(Cl)cc1)CS(=O)(=O)C2)C(=O)N1CCCCC1
  i | 0.066 | 50
54) CC(=O)Nc1ccc(S(=O)(=O)NCCN2CCN(c3ccccc3)CC2)c(C)c1
  i | 0.074 | 59
55) COCCNc1cc(C(C)C)nc2c(-c3ccccc3)c(C)nn12
  i | 0.13 | 59
56) O=S(=O)(/C=C/c1ccccc1)N1CCC(c2nnc(-c3ccco3)o2)CC1
  i | 0.08 | 59
57) O=C(NCC#CCN1CCc2ccccc2C1)Nc1cccc(Cl)c1
  i | 0.097 | 53
58) NC(=O)c1ccc(NC(=O)C(=O)NCc2ccco2)cc1
  i | 0.05 | 36
59) CCOc1ccc(-c2ccc(N3CCN(C(=O)Nc4ccc(F)c(F)c4)CC3)nn2)cc1
  i | 0.053 | 41
60) CCCCCNc1nc2c(c(=O)[nH]c(=O)n2C)n1CC(O)COc1ccc(Cl)cc1 (centres undefined)
  i | 0.057 | 70
61) O=C(Nc1ccc(F)cc1F)N1CCN(c2ccc3nnc(C4CC4)n3n2)CC1
  i | 0.087 | 40
62) Cc1ccc(S(=O)(=O)CCCC(=O)N(Cc2ccccc2)c2nc3ccccc3s2)cc1
  i | 0.046 | 51
63) COc1ccc(NC(=O)Cn2c3c(c(=O)n(C4CCCCC4)c2=O)CCC3)cc1Cl
  i | 0.16 | 50
64) CC(C)C(=O)N1CCCc2ccc(NC(=O)C(=O)NCCc3ccccc3)cc21
  i | 0.036 | 39
65) COc1ccc(-c2ccc(C)c(NC(=O)c3cccc(OC)c3OC)c2)nn1
  i | 0.05 | 47
66) O=C(Nc1nc(-c2ccco2)cs1)c1csc(-c2cnccn2)n1
  i | 0.18 | 69
67) CCCNC(=O)c1cc(-c2cccs2)nc2c1c(C)nn2C1CCS(=O)(=O)C1 (centres undefined)
  i | 0.11 | 53
68) Cc1cc(C(=O)NCC(c2cccc3ccccc23)N(C)C)ccc1[N+](=O)[O-] (centres undefined)
  i | 0.13 | 52
69) Cc1ccc(S(=O)(=O)N2CCCCC2CC(=O)NC2CCCCCC2)cc1 (centres undefined)
  + | 0.088* | 79*
70) Cc1ccccc1N1C(=O)CC(N2CCN(c3ccccc3)CC2)C1=O (centres undefined)
  i | 0.077 | 64
71) CCN1CCN(CC(O)COCC23CC4CC(CC(C4)C2)C3)CC1 (centres undefined)
  i | 0.058 | 58
72) CCOc1cc(C(=O)Nc2ccc3c(c2)CCC(=O)N3)cc(OCC)c1OCC
  i | 0.068 | 47
73) CC1CN(c2nc3c(c(=O)[nH]c(=O)n3C)n2CC(=O)O)CC(C)O1 (centres undefined)
  i | 0.069 | 56
74) CCCCN(C)S(=O)(=O)c1ccc(C(=O)Nc2ccc3scnc3c2)cc1
  i | 0.081 | 63
75) COc1ccc(/C=N/NC(=O)CNC(=O)c2ccc(S(=O)(=O)N3CCOCC3)cc2)c(OC)c1
  i | 0.08 | 49
76) COc1ccc(NC(=O)c2sccc2N(C)S(=O)(=O)c2ccccc2)cc1Cl
  i | 0.11&0.05 | 51&132
77) COc1cccc2cc(-c3nnc(NC(=O)c4ccc(N(C)C)cc4)o3)oc12
  i | 0.09 | -3
78) COc1cccc(C(=O)Nc2ccc3nc(C)n(-c4ccc(C)cc4)c(=O)c3c2)c1
  i | 0.14 | 53
79) COc1ccc(CCn2c(SCc3ccccc3)nc3c2c(=O)[nH]c(=O)n3C)cc1
  i | 0.084 | 68
80) COC(=O)c1sc2ccccc2c1S(=O)(=O)N1CCN(c2ccccc2F)CC1
  i | 0.12 | 57
81) CCc1ccc(S(=O)(=O)Nc2cc(-c3ccccc3)nn2C2CCS(=O)(=O)C2)cc1 (centres undefined)
  i | 0.15 | 54
82) COc1cccc(C(=O)Oc2cc3oc(=O)c4c(c3cc2Cl)CCC4)c1
  i | 0.045 | 57
83) O=S(=O)(NCC1CCN(Cc2ccco2)CC1)c1ccccc1Cl
  i | 0.031 | 42
84) CCCCn1c2c(=O)n(C)c(=O)n(C)c2n2c(-c3ccc(OCC)cc3)nnc12
  i | 0.061 | 64
85) Cc1cc(C)n(-c2cc(NCCNC(=O)Nc3cccc(C(F)(F)F)c3)ncn2)n1
  i | 0.11 | 61
86) COC(=O)c1ccc(CSc2ncc(CO)n2Cc2ccc(C)cc2)cc1
  i | 0.079 | 62
87) CCc1ccc(N2C(=O)C3N=NN(Cc4ccccc4F)C3C2=O)cc1 (centres undefined)
  i | 0.094 | 51
88) COc1ccc(Cl)cc1C(=O)NCCNC(=O)c1ccc(NC(=O)C(C)C)cc1
  i | 0.11 | 41
89) COc1cccc(NC(=O)CCc2sc(C)nc2-c2cccs2)c1
  i | 0.11 | 53
90) COc1ccc(CNC(=O)C(=O)Nc2ccc(C(N)=O)cc2)cc1
  i | 0.052 | 48

Part of the list above, reformatted:
entry | mol | GluA2 TARP mod | GluA2 TARP mod agonism max-min | GluA2 TARP mod glutamate slope
81 | CCc1ccc(S(=O)(=O)Nc2cc(-c3ccccc3)nn2C2CCS(=O)(=O)C2)cc1 (centres undefined) | i | 0.15 | 54
82 | COc1cccc(C(=O)Oc2cc3oc(=O)c4c(c3cc2Cl)CCC4)c1 | i | 0.045 | 57
83 | O=S(=O)(NCC1CCN(Cc2ccco2)CC1)c1ccccc1Cl | i | 0.031 | 42
84 | CCCCn1c2c(=O)n(C)c(=O)n(C)c2n2c(-c3ccc(OCC)cc3)nnc12 | i | 0.061 | 64

Other structures
Results follow in this order: GluA2 TARP mod | GluA2 TARP mod agonism max-min | GluA2 TARP mod glutamate slope
91) COc1cc(-c2noc(Cn3c(=O)n(-c4ccccc4)c(=O)c4sccc43)n2)cc(OC)c1OC
  i | 0.027 | 53
92) CCCS(=O)(=O)N1CCCc2cc(NS(=O)(=O)c3ccc(OC)c(OC)c3)ccc21
  i | 0.039 | 69
93) COc1ccc(-c2ccc(=O)n(CCNS(=O)(=O)c3cc(C)c(C)cc3OC)n2)cc1
  i | 0.049 | 58
94) CN(C(=O)COc1ccc(F)cc1)C1(C)CCS(=O)(=O)C1 (centres undefined)
  i | 0.045 | 56
95) COc1cccc(C2/C(=C(\O)c3ccccc3)C(=O)C(=O)N2c2cc(C)on2)c1 (centres undefined)
  i | 0.11 | 57
96) Cc1noc(CNC(=O)C2CCN(S(=O)(=O)c3cc(C)c(Cl)cc3Cl)CC2)n1
  i | 0.089 | 59
